PolyA inh: polyadenylation inhibitors in yeast reporter cells, primary screen, luminescence, S. cerevisiae; S. cerevisiae SKY197-pL101 polyadenylation reporter, beta-gal luminescence; efflux-impaired pdr1/pdr3 knockout yeast; score 100 = 6 SD above DMSO; calls only at 12 µM; actives 0.02% (n = 300,000);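 active = lowest replicate activity score at least 50, where 100 means six control SD above control mean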;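 note: yeast exposed to compound for 9 h at 30 °C; higher score means more reporter readthrough which indicates perturbed polyadenylation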
KCNQ1 pot: potentiators or activators of KCNQ1 channel, primary screen, cell-based, thallium flux, high-throughput | CHO-K1 KCNQ1, thallium flux FluxOR fluorescence; active compounds read high | B-score at 10 µM | AID 2648, 2010 | actives 0.35% (n = 310,000) | Potassium voltage-gated channel subfamily KQT member 1 (Homo sapiens), P51787;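 active = fluorescence ratio B-score, a plate-corrected score, at least three library SD, with initial intensity B-score within 5 SD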
Target sequence (P51787 whole entry, looked up): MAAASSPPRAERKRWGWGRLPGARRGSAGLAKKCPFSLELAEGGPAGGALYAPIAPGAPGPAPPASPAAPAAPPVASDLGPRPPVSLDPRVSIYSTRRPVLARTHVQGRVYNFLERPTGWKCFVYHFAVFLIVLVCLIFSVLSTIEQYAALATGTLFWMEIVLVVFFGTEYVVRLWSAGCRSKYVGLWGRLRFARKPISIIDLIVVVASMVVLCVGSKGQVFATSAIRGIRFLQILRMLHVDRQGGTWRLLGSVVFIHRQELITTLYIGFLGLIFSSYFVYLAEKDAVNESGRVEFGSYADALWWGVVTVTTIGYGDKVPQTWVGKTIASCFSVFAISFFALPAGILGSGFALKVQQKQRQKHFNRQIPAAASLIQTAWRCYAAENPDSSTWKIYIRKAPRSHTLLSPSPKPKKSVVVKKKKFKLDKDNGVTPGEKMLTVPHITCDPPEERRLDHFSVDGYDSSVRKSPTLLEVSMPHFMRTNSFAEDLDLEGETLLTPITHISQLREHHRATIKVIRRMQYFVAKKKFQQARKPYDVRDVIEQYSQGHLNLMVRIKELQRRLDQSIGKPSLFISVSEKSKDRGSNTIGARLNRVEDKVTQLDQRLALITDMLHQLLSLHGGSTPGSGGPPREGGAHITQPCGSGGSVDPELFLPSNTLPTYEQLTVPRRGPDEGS
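Test system: CHO-K1 cells stably expressing KCNQ1 / Medium: assay buffer / Also added: depolarizing K+/Tl+ stimulus, K2SO4 and Tl2SO4 each 12.5 mM in 5x stock / Incubation: 90 min dye loading and 20 min compound exposure, both at room temperature / Signal: thallium influx via FluxOR fluorescence, kinetic imaging / Evaluation: B score of baseline-normalized fluorescence ratio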
DYRK1A inh: rat Dyrk1A kinase inhibitors, primary screen, biochemical, single point, plate reader; AID 504441, 2011; inhibition, % at 12.5 µM; Dual specificity tyrosine-phosphorylation-regulated kinase 1A (Rattus norvegicus), Q63470; ADP-Glo luminescence, NFATc1 peptide; actives 0.43% (n = 310,000); in the data active = inhibition above about 50%;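 note: plate controls were vehicle with enzyme for no effect and no enzyme for full effect; many of its hits are not listed in these tables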
TRPC4 PAM: positive allosteric modulators of TRPC4, primary screen, cell-based, mouse TRPC4beta, HEK293 mu-opioid, Fluo-4 calcium; Short transient receptor potential channel 4 (Mus musculus), Q9QUQ5; DAMGO EC20, Fluo-4 Ca2+ flux; active compounds read high; B-score at 10 µM; actives 0.42% (n = 310,000); AID 2227, 2009;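 active = B-score of calcium response area above 5 SD of library B-scores, with initial fluorescence ratio within 5 SD of library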;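 note: B-score of integrated fluorescence ratio over time as area under calcium response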
KCNK9 inh: KCNK9 potassium channel inhibitors, primary screen, HEK293 cells, thallium flux; Potassium channel subfamily K member 9 (Homo sapiens), Q9NPC2; FluxOR thallium flux fluorescence; active compounds read low; B-score at 10 µM; actives 1.2% (n = 310,000); AID 488922, 2010;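 active = ratio B-score over 3 SD below the library mean, with starting fluorescence within 5 SD of its mean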;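 note: negative B-score means less thallium flux so channel inhibition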
Target sequence (Q9NPC2 whole entry, looked up): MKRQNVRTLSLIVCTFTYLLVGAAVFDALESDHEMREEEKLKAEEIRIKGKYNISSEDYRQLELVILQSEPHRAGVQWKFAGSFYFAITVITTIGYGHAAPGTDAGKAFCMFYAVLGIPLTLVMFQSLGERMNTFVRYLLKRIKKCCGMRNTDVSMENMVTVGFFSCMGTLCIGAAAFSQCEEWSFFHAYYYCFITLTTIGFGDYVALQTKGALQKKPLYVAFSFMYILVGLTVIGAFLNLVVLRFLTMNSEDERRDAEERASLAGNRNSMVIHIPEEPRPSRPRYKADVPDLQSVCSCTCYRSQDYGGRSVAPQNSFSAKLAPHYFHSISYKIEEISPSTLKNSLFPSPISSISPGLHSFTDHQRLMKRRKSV
KCNK3 inh: human KCNK3 channel inhibitors, primary screen, CHO cells, FluxOR thallium flux, B-score; Potassium channel subfamily K member 3 (Homo sapiens), O14649; FluxOR fluorescence; active compounds read low; B-score at 10 µM; actives 0.84% (n = 340,000); AID 602410, 2012;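 active = B-score under library mean minus 4 SD, starting fluorescence ratio at most library mean plus 5 SD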;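 note: more negative B-score means stronger inhibition of thallium flux through KCNK3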
Platelet DG rel: inhibitors of platelet dense granule secretion, primary screen, cell-based, MLPCN, human platelets. human platelet-rich plasma, SFLLRN dense granule ATP release, luminescence. actives 0.22% (n = 300,000). AID 1663, 2009. inhibition, %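 (compounds screened at 7.5 µM in platelet-rich plasma)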;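 active = mean replicate score, as percent of positive control, at or above 50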
KCNQ1 block: inhibitors of human KCNQ1 channel, primary screen, cell-based, thallium flux, high-throughput | CHO-K1 KCNQ1, FluxOR thallium flux fluorescence; active compounds read high | Potassium voltage-gated channel subfamily KQT member 1 (Homo sapiens), P51787 | actives 1.3% (n = 310,000) | B-score at 10 µM;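 active = compounds whose thallium flux B-score, printed positive for inhibition, exceeds three library SD while starting fluorescence stays within three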;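 note: channel opened by potassium depolarization with thallium stimulus after 20 min compound exposure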
hERG protect: hERG rescue from dofetilide block, primary screen, cell-based, CHO-hERG, FluxOR thallium flux, dofetilide IC70 | Voltage-gated inwardly rectifying potassium channel KCNH2 (Homo sapiens), Q12809 | dofetilide IC70 present | activation (rescue from dofetilide block), less the hit threshold, % at 10 µM | actives 0.51% (n = 310,000);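 active = activation above the mean of controls blocked by dofetilide plus 5 SD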;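 note: thallium influx through hERG after potassium depolarization seen as dye fluorescence rise; in these data hits start at about 4.7%; inactives centre near -7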
TRPC4 inh: inhibitors of mouse TRPC4 channel, primary screen, Fluo4 calcium, HEK293 TRPC4beta/mu-opioid cells | Short transient receptor potential channel 4 (Mus musculus), Q9QUQ5 | DAMGO-evoked Fluo4 calcium flux; active compounds read low | B-score at 10 µM | actives 0.39% (n = 300,000) | AID 2247, 2010;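 active = B-score over 3 SD under the library average, no early fluorescence shift, positive overall ratio signal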
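Material: HEK293 cells with stable TRPC4beta plus mu-opioid receptor expression / Probe or stimulus: DAMGO in two steps, submaximal then maximal / Compound: single concentration per test compound / Technique: kinetic Fluo4 fluorescence imaging of calcium influx / Read-out: per-well B score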
TRPC4 agonist: activators of mouse TRPC4 channel, primary screen, Fluo4 calcium, HEK293 TRPC4beta/mu-opioid cells. Short transient receptor potential channel 4 (Mus musculus), Q9QUQ5. Fluo4 calcium fluorescence; active compounds read high. AID 2237, 2010. actives 0.49% (n = 310,000). B-score at 10 µM;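 active = B-score above 5 SD of library B-scores, and initial fluorescence ratio not above library mean plus 5 SD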;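 note: positive B-score marks a calcium rise read as TRPC4 activation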
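Test system: HEK293 cells stably co-expressing mouse TRPC4beta and mu-opioid receptor | Schedule: Fluo4 dye loading 45 min at room temperature, 110 s recording | Measured by: Kinetic Fluo4 calcium fluorescence, 5 s baseline at 1 Hz | Evaluation: B score of integrated ratio | Controls: Buffer (low) and maximal DAMGO (high)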
* = called active by the depositor; i = inactive; . = not tested or not shown.

Value order: PolyA inh | KCNQ1 pot | DYRK1A inh | TRPC4 PAM | KCNK9 inh | KCNK3 inh | Platelet DG rel | KCNQ1 block | hERG protect | TRPC4 inh | TRPC4 agonist
1	CCOC(=O)C1(CCOc2ccccc2)CCN(Cc2ccc(NC(C)=O)cc2)CC1
→ i | i | 1.0 | i | i | i | -5.0 | i | -8.1 | i | 83*
2	COc1ccc(C(c2nnnn2CCc2ccccc2)N2CCN(C3CCCC3)CC2)cc1 (configuration not stated)
→ i | i | 28.9 | i | i | i | -5.1 | i | -12.0 | i | i
3	CCC(C)c1ccccc1NC(=O)C(C)N(C)Cc1cccc(OC)c1 (configuration not stated)
→ i | i | 4.7 | i | i | i | -0.1 | i | -12.9 | i | i
4	Cc1cccc(N/C(N)=N/c2nc3c(c(=O)[nH]2)CCCC3)c1
→ i | i | -5.9 | i | i | i | -4.6 | i | -10.7 | i | i
5	N#Cc1ccccc1CSc1nc2ncc(Br)cc2[nH]1
→ i | i | -0.1 | i | i | i | 0.8 | i | -5.6 | i | i
6	CNc1cc(C)nc(N2CCOCC2)n1
→ i | i | -0.6 | i | i | i | -4.8 | i | -6.5 | i | i
7	O=Cc1ccc(N2CCCCC2)cc1
→ i | i | -3.8 | i | i | i | 0.9 | i | -8.4 | i | i
8	Cc1nnc(SCc2cc(=O)[nH]c(N3CCCCC3)n2)s1
→ i | i | 1.4 | i | i | i | 4.6 | i | -10.9 | i | i
9	COCCSc1ccccc1C(=O)N1CCCC(C)C1 (configuration not stated)
→ i | i | -3.5 | i | i | i | 4.3 | i | -15.2 | i | i
10	CCn1c2ccccc2c2cc(NC(=O)c3ccc([N+](=O)[O-])cc3)ccc21
→ i | i | 3.6 | i | i | i | -0.5 | i | -12.8 | i | i
11	N#Cc1c(-c2ccco2)ccn(Cc2cccc(F)c2)c1=O
→ i | i | . | i | i | i | 28.4 | i | -7.9 | i | i
12	O=C(CSc1ccc(-c2cccs2)nn1)Nc1ccccc1
→ i | i | . | i | i | i | -8.5 | i | -12.3 | i | i
13	O=C(NCCc1ccc(Cl)cc1)C1CCC(CNc2nc(=S)[nH]c3ccccc23)CC1 (configuration not stated)
→ i | i | -4.5 | i | i | i | -3.3 | i | -13.4 | i | i
14	COc1cc(/C=C/C(=O)OCC(=O)N2CCOCC2)ccc1OCC#N
→ i | i | 1.7 | i | i | i | 6.8 | i | -9.2 | i | i
15	CC1=C(C)CC(C(=O)Nc2nc(-c3ccc(F)cc3)c(C)s2)C(C(=O)O)C1 (configuration not stated)
→ i | i | -1.9 | i | i | i | 4.8 | i | -5.3 | i | i
16	CCc1nc2ccc(C(=O)NC3CCC(C)CC3)cc2nc1CC (configuration not stated)
→ i | i | -0.9 | i | i | i | 5.2 | i | -5.2 | i | i
17	COc1cccc(-c2ccc(NC(=O)C3CCCN(Cc4cnn(C)c4)C3)cc2)c1 (configuration not stated)
→ i | i | 9.8 | i | i | i | 0.9 | i | -13.7 | i | i
18	Cc1ccc(-c2noc(COc3ccc4c(c3)OCO4)n2)cc1
→ i | i | -2.1 | i | i | i | -2.9 | i | -2.6 | i | i
19	CN(C)C1=C(Cl)C(=O)N(c2ccc(Cl)c(Cl)c2)C1=O
→ i | i | -2.2 | i | i | i | 3.5 | i | -12.2 | i | i
20	C/C(=N\NC(=O)c1cccc(N/N=C(\C)c2cc(O)ccc2O)c1)c1cc(O)ccc1O
→ i | i | 4.4 | i | i | i | -7.2 | i | -26.9 | i | i
21	Cc1cc(C(=O)C(=O)O)c(C)n1-c1ccc(Cl)c(Cl)c1
→ i | i | -0.5 | i | i | i | 0.6 | i | -2.0 | i | i
22	Cc1cc(C(F)(F)F)nn1CC(=O)N1CCOCC1
→ i | i | 4.9 | i | i | i | 15.8 | i | -6.9 | i | i
23	CCOC(=O)C1(S(=O)(=O)c2ccc(Cl)cc2)CCN(Cc2ccc(Cl)cc2)CC1
→ i | i | 11.8 | i | i | i | -5.4 | i | -16.1 | i | i
24	Cn1c(N2CCN(C(=O)NCc3ccccc3)CC2)nc2ccccc21
→ . | i | -2.0 | i | i | i | 0.6 | i | -2.8 | i | i
25	Cc1nc2c(ccc3nc(NC(=O)Cc4ccccc4)sc32)s1
→ i | i | 67.6* | i | i | i | -25.1 | i | -12.1 | i | i
26	Cc1ccc(C(CNS(=O)(=O)c2ccc(C)cc2)N2CCN(C)CC2)cc1 (configuration not stated)
→ i | i | -3.0 | i | i | i | 6.7 | i | -9.9 | i | i
27	CCOC(=O)NN1C(=O)c2ccccc2NC12CCCC2
→ i | i | 1.7 | i | i | i | 5.3 | i | -3.0 | i | i
28	O=C(NS(=O)(=O)c1ccccc1Cl)c1ccc[nH]1
→ i | i | . | i | i | . | 12.7 | i | -7.2 | i | i
29	O=c1[nH]c2ccccc2cc1CN(Cc1cccnc1)S(=O)(=O)c1ccc(Cl)cc1
→ i | i | 0.9 | i | i | i | 4.3 | i | -22.0 | i | i
30	Cc1cccc(C(=O)NCCNc2nc3cc(C)c(C)cc3cc2C)c1
→ i | i | -5.9 | i | i | i | 1.5 | i | -18.3 | i | i
31	COc1ccc(-n2c(SCC(=O)Nc3ccc(C(=O)O)cc3)nnc2-c2cccs2)cc1
→ i | i | 1.4 | i | i | i | 5.0 | i | -4.8 | i | i
32	Cc1c(Cl)cccc1-c1ccc(CNCc2ccccn2)o1
→ i | i | -1.5 | i | i | i | 3.0 | i | -10.5 | i | i
33	CCC(C)(C(=O)NC1CCCC1)N(C(=O)c1ccccn1)c1ccc(C)cc1 (configuration not stated)
→ . | i | 0.4 | i | i | i | 4.2 | i | -7.7 | i | i
34	COc1ccc(OC)c(S(=O)(=O)n2nnc3cc(Cl)ccc32)c1
→ i | i | -4.5 | i | i | i | -0.9 | i | -7.6 | i | i
35	COc1ccc(OCC(=O)N2N=C(C(F)F)CC2(O)C(F)F)cc1 (configuration not stated)
→ i | i | 4.9 | i | i | i | -0.5 | i | -4.0 | i | i
36	COc1ccc(CNC(=O)C2CCN(S(=O)(=O)N3CC(C)CC(C)C3)CC2)cc1 (configuration not stated)
→ i | i | -11.7 | i | i | i | 2.9 | i | -4.8 | i | i
37	S=c1[nH]nc(-c2ccn[nH]2)n1-c1ccccc1Cl
→ i | i | -4.9 | i | i | i | -29.9 | i | -4.8 | i | i
38	COc1ccccc1C(=O)Nc1ccc(OCc2nnc3c4ccccc4c(C)nn23)cc1
→ i | i | 1.2 | i | i | i | 10.4 | i | -14.7 | i | i
39	O=C1NC(c2ccc(-c3ccccc3[N+](=O)[O-])o2)C(C(=O)c2ccccc2)C(O)(C(F)(F)F)N1 (configuration not stated)
→ i | i | -80.6 | i | i | i | 6.9 | i | -6.1 | i | i
40	CC(C)OCc1c(C(=O)OC/C(O)=C(\C#N)c2nc3ccccc3[nH]2)oc2ccccc12
→ i | i | 6.5 | i | i | i | -3.7 | i | -8.7 | i | i
41	CC(=O)c1cccc(Nc2ccc(-c3ccccc3F)nn2)c1
→ i | i | -3.0 | i | i | i | 3.3 | i | -16.9 | i | i
42	CCOC(=O)CCCOC(=O)c1ccc(S(=O)(=O)N(C)C)cc1
→ i | i | 2.1 | i | i | i | -7.3 | i | -11.3 | i | i
43	Cc1cc(C)c(O)c(-c2cc(C(=O)NCc3ccccc3)[nH]n2)c1
→ i | i | 8.9 | i | i | i | -2.0 | i | -6.8 | i | i
44	CC(/C=C/c1ccccc1)=N\NC(=O)c1ccc2c(c1)OCCO2
→ i | i | 2.3 | i | i | i | -8.4 | i | -4.5 | i | i
45	CCO[C@@H]1OC(C(=O)NCc2nc3ccccc3[nH]2)=C[C@H](C(C)(C)C)[C@H]1CCCO
→ i | i | 3.5 | i | i | i | 2.8 | i | -10.3 | i | i
46	CCC(=NCCc1c(C)[nH]c2ccc(C)cc12)C1=C(O)CC(c2ccccc2)CC1=O (configuration not stated)
→ i | i | -10.8 | i | i | i | -6.3 | i | -6.5 | i | i
47	CCc1nn(C(CC)C(=O)NCCCN2CC(C)CC(C)C2)c(=O)c2cc3oc(C)cc3n12 (configuration not stated)
→ i | i | 1.9 | i | i | i | -14.0 | i | -5.8 | i | i
48	O=C(NC1CCCC1)C(=O)N(Cc1cccnc1)C(C(=O)NCC1CCCO1)c1ccco1 (configuration not stated)
→ i | i | -1.3 | i | i | i | -5.4 | i | 1.6 | i | i
49	CCC(=O)N1CCc2cc(S(=O)(=O)CCC(=O)NCc3ccco3)ccc21
→ i | i | -0.9 | i | i | i | -4.5 | i | -3.9 | i | i
50	Cc1ccc(SCC(=O)OCC(=O)N(C)CC(=O)Nc2ccccc2Cl)cc1C
→ i | i | -3.7 | i | i | i | 12.8 | i | -7.1 | i | i
51	COc1ccc(NC(=O)C2(N(CC(C)C)C(=O)Cn3nnnc3N)CCCCC2)cc1
→ i | i | 3.1 | i | i | i | . | i | 1.4 | i | i
52	Cc1nn(-c2ccccc2)c(C)c1C(=O)NNC(=O)C(F)(F)F
→ i | i | . | i | i | i | -19.2 | i | -8.5 | i | i
53	CCC(=O)NS(=O)(=O)c1cccnc1Nc1ccccc1Cl
→ i | i | -5.0 | i | i | i | 0.9 | i | -10.8 | i | i
54	CCOC(=O)N1CCN(C(=O)c2cn(C)c3ccc(S(=O)(=O)N4CCCC4)cc3c2=O)CC1
→ i | i | -1.6 | i | i | i | -3.0 | i | -12.5 | i | i

Assay outcomes from PubChem.

Not all compounds are listed (hit frequency here may not be typical).
